Granule exo inh = lytic granule exocytosis inhibition. TALL-104 LAMP-1 surface exposure, flow cytometry; cells stimulated with thapsigargin and PMA. inhibition, % at 10 µM. 360,000 compounds, 0.66% hits;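 active = inhibition above about 55%, limit read from the data; inconclusive = no clear call, values can overlap the other calls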
CaV13 FRET inh = Disruptors of the CACNA1D IQ motif to Ca2+-dependent inactivation inhibitor domain association, primary screening, Förster resonance energy transfer in intact living …; AID 743397; 340,000 compounds, 0.098% hits; inhibition, % at 12.3 µM; HEK cells, CFP/YFP FRET ICDI-IQ, plate reader, 10 min; percent FRET-ratio fall versus neutral wells;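 active = mean replicate inhibition of at least 30% and at least 1% of replicates passing that level; inconclusive = only one of the two criteria is met; inactive = neither criterion is met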;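 note: 0% = median of the neutral control wells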
TRPM1 prom inh = reduces MITF-dependent TRPM1 promoter luciferase signal. 330,000 compounds, 0.83% hits. SK-MEL-5 TRPM1 promoter luciferase, 24 h. inhibition, % at 12.5 µM;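 active = mean inhibition across replicates of 60% or more, whatever share of single replicates reaches that level; inconclusive = some that reach 60%, reason not given; inactive = mean inhibition across replicates below 60%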; note: values of inactives mirror those of a sister screen read the other way
NR2E3 ag-1 = agonists of human nuclear receptor NR2E3; 320,000 compounds, 0.12% hits; GST-NR2E3/biotin-RetCOR TR-FRET, 1536-well; AID 2300; inhibition of corepressor binding, % at 4.78 µM; Q9Y5X4;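 active = percent inhibition above the cutoff of mean plus 3 SD of all tested compounds, set per screening campaign, cut at about 20% in these data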;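 note: 0% = DMSO wells and 100% = biotin wells as full block of FRET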
Target sequence (Q9Y5X4 whole entry, looked up): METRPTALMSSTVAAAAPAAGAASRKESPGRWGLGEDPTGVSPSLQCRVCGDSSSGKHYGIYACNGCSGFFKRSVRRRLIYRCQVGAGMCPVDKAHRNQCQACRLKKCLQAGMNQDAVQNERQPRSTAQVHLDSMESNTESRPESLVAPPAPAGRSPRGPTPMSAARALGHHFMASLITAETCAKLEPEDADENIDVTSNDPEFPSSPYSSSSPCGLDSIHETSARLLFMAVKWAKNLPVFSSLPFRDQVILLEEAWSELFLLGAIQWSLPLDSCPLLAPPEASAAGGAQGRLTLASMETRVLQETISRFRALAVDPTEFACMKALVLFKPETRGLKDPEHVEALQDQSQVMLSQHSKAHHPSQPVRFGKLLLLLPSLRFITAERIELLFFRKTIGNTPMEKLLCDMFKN
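System: GST-tagged NR2E3 plus biotinylated RetCOR corepressor; Amount: 1.35 nM GST-tagged NR2E3 final; Dosing: single nominal compound dose of 4.8 µM; Schedule: 5 h incubation at 4 °C; Technique: TR-FRET with europium anti-GST and streptavidin-D2, 340 nm excitation; Controls: biotin wells as high control, 0.6% DMSO wells as low control.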
HIF-2a block = blocks HIF-2a reporter activity. inhibition, % at 18.8 µM. 786-0 RCC cells HIF-2a reporter, luciferase luminescence, overnight. 360,000 compounds, 0.72% hits;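 active = inhibition of the luminescence signal of 40% or more relative to plate controls, in a single-dose primary screen at 18.75 µM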
Vif inh = blocks HIV Vif function | HEK293T cells, Vif self-association by quenched fluorescence, imaging, 24 h | inhibition, % at 7.49 µM | 340,000 compounds, 0.35% hits | AID 602346; in the data active = inhibition above about 50%, passing the limit was not always enough; inconclusive = no clear call, values can overlap the other calls; inactive = below about 31%; note: some results filed as inactive read as strong as hits
aDG glyco up = increases alpha dystroglycan glycosylation. Pro5-aDG cells, alpha-DG glycosylation AlphaScreen (IIH6); 0% Pro5, 100% B10-LARGE cell signal. AID 624168. 360,000 compounds, 0.22% hits. activation, % at 10 µM;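 active = activation of at least 8% versus controls, or a plate z-score of at least 8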;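 note: Pro5 are CHO cells carrying HIG-tagged alpha-DG that lacks glycosylation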
PDI turbidity = blocks human protein disulfide isomerase activity. P07237. PDI insulin aggregation turbidity, A650, 90 min. inhibition, % at 10 µM. 350,000 compounds, 0.052% hits. AID 588391;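 active = mean inhibition across replicates of 30% or more, whatever share of single replicates reach that level; inconclusive = mean inhibition below 30% while every single replicate reaches 30%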;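 note: absorbance from insulin aggregation driven by PDI reduction with DTT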
Target sequence (P07237 whole entry, looked up): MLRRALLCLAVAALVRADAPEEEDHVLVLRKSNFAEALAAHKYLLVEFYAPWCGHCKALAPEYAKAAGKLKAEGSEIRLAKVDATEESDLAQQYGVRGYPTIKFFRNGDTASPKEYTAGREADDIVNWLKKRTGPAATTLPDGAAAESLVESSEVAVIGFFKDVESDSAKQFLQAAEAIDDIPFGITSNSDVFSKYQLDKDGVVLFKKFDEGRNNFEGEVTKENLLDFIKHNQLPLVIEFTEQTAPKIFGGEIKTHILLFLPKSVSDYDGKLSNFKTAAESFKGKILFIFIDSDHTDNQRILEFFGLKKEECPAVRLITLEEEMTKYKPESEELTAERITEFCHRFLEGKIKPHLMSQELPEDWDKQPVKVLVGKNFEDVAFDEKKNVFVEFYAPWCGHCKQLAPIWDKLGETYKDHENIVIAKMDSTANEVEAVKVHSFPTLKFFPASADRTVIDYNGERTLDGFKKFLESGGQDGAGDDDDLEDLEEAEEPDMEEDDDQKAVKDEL
Peg3 prom inh = reduces Peg3 promoter-driven luciferase expression in HeLa | HeLa PEG-Prom luciferase reporter, luminescence, overnight | inhibition, % at 20 µM | 360,000 compounds, 1.7% hits | AID 588405;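 active = inhibition of at least 50% at 20 µM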
NR2E3 ag-2 = agonists of human NR2E3 nuclear receptor. CHO-S Gal4-NCOR/VP16-NR2E3 two-hybrid, luciferase. AID 602229. 360,000 compounds, 0.35% hits. inhibition of corepressor binding, % at 3.98 µM;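 active = inhibition above the mean of all tested compounds plus 3 SD, cut at about 70% in these data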;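 note: 0% = DMSO with NR2E3 transfected cells and 100% = cells lacking NR2E3 construct; higher means lower luciferase signal from less NR2E3 corepressor binding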
iPSC survival up = hiPSC single-cell survival enhancement | survival enhancement, % at 20 µM | 360,000 compounds, 0.044% hits | ATPlite luminescence; 100% = ROCK inhibitor wells, 0% = DMSO; in the data active = survival enhancement above about 18%;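 note: cells exposed to compounds for 16 hours before the ATP read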
Numbers without * were called inactive; ? = inconclusive; · = no result given.

Every second line gives: Granule exo inh | CaV13 FRET inh | TRPM1 prom inh | NR2E3 ag-1 | HIF-2a block | Vif inh | aDG glyco up | PDI turbidity | Peg3 prom inh | NR2E3 ag-2 | iPSC survival up
#1 CC(=O)Nc1ccc(NC(=O)CCC(=O)OCC(=O)c2cccc([N+](=O)[O-])c2)cc1
  -0.5 | -19.1 | -20.2 | -1.5 | 17.4 | -1.4 | 0.2 | 1.9 | 6.9 | -20.5 | -1.7
#2 O=C(O)CCN1C(=O)c2ccc(NC(=O)COc3ccccc3)cc2C1=O
  -3.3 | · | 8.4 | -0.2 | 4.6 | 3.2 | 0.2 | -2.7 | -0.7 | 4.8 | -0.4
#3 CN(c1ccccc1)S(=O)(=O)c1cc(C(=O)N2CCN(c3ncccn3)CC2)ccc1Cl
  4.6 | -4.9 | 2.3 | · | 0.2 | -2.2 | -0.1 | ? | 2.9 | 13.2 | 1.7
#4 CC(C)(C)C(=O)COC(=O)c1cc(-c2cccnc2)nc2ccccc12
  11.7 | 1.3 | 6.9 | -2.4 | -7.0 | -7.1 | -0.3 | 3.4 | 13.7 | 7.4 | -0.4
#5 O=C1c2ccccc2C(=O)C1c1ccc(O)cc1
  -1.2 | -15.4 | -61.0 | 0.3 | -16.1 | -9.9 | -0.1 | 6.7 | -25.4 | -94.9 | -3.4
#6 CC(=O)c1ccc(NC(=S)NNC(=O)NC2CCCCC2)cc1
  0.9 | · | -2.5 | 0.3 | -11.5 | 0.9 | -0.1 | 5.2 | -4.8 | -47.7 | 0.8
#7 O=C(OCCN1CCOCC1)c1ccc(OCCN2CCOCC2)cc1
  0.0 | · | -1.6 | 5.3 | -1.6 | 9.0 | 0.4 | 10.8 | 2.6 | -1.4 | 5.3
#8 Cc1ccc(-n2nc3c(=O)n(CCCC(=O)NCc4ccccc4Cl)nc(C)c3c2C)cc1
  -3.7 | 0.4 | 23.8 | -1.6 | 1.4 | 8.1 | 0.6 | -5.4 | 10.2 | 23.5 | -0.5
#9 COc1ccccc1C(=O)Nc1ccc2ccccc2c1
  -4.2 | -4.7 | -27.9 | -1.6 | -274.0 | 5.6 | 0.0 | 8.1 | -332.2 | -124.3 | 0.6
#10 NS(=O)(=O)c1ccc(NC2=CC(=O)C(=O)c3ccccc32)cc1
  0.6 | -2.6 | 77.8* | 8.7 | -101.6 | -4.1 | 1.6 | -4.3 | -1.6 | -1.2 | -0.6
#11 COCCNC(=S)N1CCN(S(C)(=O)=O)CC1
  -0.8 | -0.4 | 5.2 | 2.9 | -80.2 | -5.1 | 0.2 | 5.0 | -82.0 | -2.7 | -0.3
#12 Fc1ccc(-n2c(Cc3ccccc3)nnc2SCc2nc(-c3cccs3)no2)cc1
  1.7 | -7.9 | -1.1 | 2.8 | 10.3 | · | 0.7 | 0.4 | 14.3 | -10.3 | -3.4
#13 Cn1/c(=N\NC(=O)c2ccccc2Cl)sc2ccccc21
  -7.7 | -5.4 | -42.5 | 1.4 | -210.9 | 14.4 | 0.0 | 8.1 | -167.6 | -68.2 | -1.8
#14 C=CCn1c(C(CCCC)CC(C)O)n[nH]c1=S (stereo unspecified)
  15.9 | -5.6 | -1.3 | -1.5 | 32.5 | 4.2 | 0.0 | -4.5 | 8.0 | -11.2 | 0.6
#15 CCN(CC)CCNC(=O)COc1ccc(Cl)cc1Cl
  9.3 | -7.1 | -7.6 | -0.7 | 3.3 | 4.6 | 0.0 | 6.3 | -2.9 | 12.5 | -0.5
#16 C/C(=N\NC(=O)CN1CCN(Cc2ccccc2)CC1)c1ccncc1
  4.7 | 6.6 | 7.7 | -1.1 | 8.2 | -10.2 | -0.1 | 20.2 | 10.1 | -34.7 | 0.1
#17 COc1ccc(N/C(N)=N/c2nc(C)c(Cc3ccccc3)c(=O)[nH]2)cc1
  -4.4 | -1.6 | 13.3 | 4.1 | 9.5 | -0.3 | 0.3 | 7.8 | 20.5 | -7.4 | -0.5
#18 Cc1ccc(-n2nnnc2SCC(=O)NC2CCCc3ccccc32)c(C)c1 (stereo unspecified)
  -7.0 | -1.5 | 15.2 | -0.5 | -2.0 | · | 0.2 | 6.6 | 26.5 | 21.7 | -0.5
#19 COc1ccc(NC(=O)C2CCN(C(=O)Cc3ccccc3)CC2)cc1OC
  4.3 | 0.6 | -7.5 | 2.3 | 12.5 | -3.5 | 0.0 | 5.1 | -15.1 | 0.8 | -0.2
#20 CCNC(=O)N(C)c1c(CC)nc2ccc(C(=O)N3CCN(S(=O)(=O)CC)CC3)cn12
  -7.7 | -9.8 | · | · | 9.2 | ? | 0.1 | 2.0 | 6.6 | -43.2 | -1.5
#21 CCOc1ccc(CCNS(=O)(=O)c2c(C)n[nH]c2C)cc1OCC
  1.6 | 1.5 | 0.9 | 1.4 | 8.4 | 5.1 | 0.0 | 15.1 | 8.9 | -36.3 | 9.1
#22 N#CC(c1ccccc1)c1ccc([N+](=O)[O-])cc1 (stereo unspecified)
  10.3 | -4.0 | · | · | -4.6 | 4.2 | -0.2 | · | -3.5 | 11.0 | -1.1
#23 CCS(=O)(=O)c1ccc(C=NNc2nc3ccccc3o2)cc1
  8.2 | -10.2 | -124.3 | · | -232.0 | -0.6 | -0.4 | 0.0 | -322.3 | -92.2 | -2.2
#24 Cn1c(=O)c2cc(S(=O)(=O)NCCC(=O)NCc3ccccc3Cl)ccc2n(C)c1=O
  -1.4 | -10.0 | 2.7 | -0.4 | 15.4 | -0.9 | -0.2 | 3.6 | 10.8 | -31.6 | -3.4
#25 O=C(/C=C/c1c(Cl)nc2ccccn12)N1CCN(c2ccc(F)cc2)CC1
  -4.6 | -5.1 | 8.1 | 2.3 | 5.6 | -12.8 | 1.3 | 4.9 | 22.7 | -10.9 | 2.3
#26 Cc1ccc(NC(=O)/C(C#N)=C/c2ccccc2C(F)(F)F)cc1
  3.1 | 0.6 | -1.7 | 0.0 | -10.4 | -1.5 | 0.3 | 9.2 | -3.7 | 14.4 | -1.0
#27 Cc1ccccc1-c1nc(CN2CCC(C(=O)NCCCN3CCCC3)CC2)c(C)o1
  -1.8 | -5.6 | -15.9 | -2.5 | 9.1 | -2.6 | -0.2 | 2.4 | 18.2 | -0.8 | -2.7
#28 O=S(=O)(c1ccccc1)N1CCC(O)(CSc2ccc(Cl)cc2)CC1
  2.2 | -8.8 | 20.6 | 0.9 | 16.1 | -41.7 | 0.7 | -5.7 | 16.4 | 78.4* | -1.6
#29 O=C1OC[C@H]2CCCN2C(=O)[C@@H](CC(=O)N(CCO)Cc2ccccc2)C/C=C\C[C@H]1Cc1ccc(F)cc1
  -2.1 | -9.2 | 5.4 | · | 7.3 | · | -0.1 | 16.5 | 10.9 | -9.2 | -0.6
#30 CN1CCN(C2Cc3cc(F)ccc3Sc3ccc(Cl)cc32)CC1 (stereo unspecified)
  47.3 | -1.4 | -14.7 | -3.9 | 19.2 | 4.4 | 0.0 | 4.8 | 23.2 | -2.1 | -0.6

Reprinted from the part before: two entries; new compounds follow.
Every second line gives: Granule exo inh | CaV13 FRET inh | TRPM1 prom inh | NR2E3 ag-1 | HIF-2a block | Vif inh | aDG glyco up | PDI turbidity | Peg3 prom inh | NR2E3 ag-2 | iPSC survival up
#29 O=C1OC[C@H]2CCCN2C(=O)[C@@H](CC(=O)N(CCO)Cc2ccccc2)C/C=C\C[C@H]1Cc1ccc(F)cc1
  -2.1 | -9.2 | 5.4 | · | 7.3 | · | -0.1 | 16.5 | 10.9 | -9.2 | -0.6
#30 CN1CCN(C2Cc3cc(F)ccc3Sc3ccc(Cl)cc32)CC1 (stereo unspecified)
  47.3 | -1.4 | -14.7 | -3.9 | 19.2 | 4.4 | 0.0 | 4.8 | 23.2 | -2.1 | -0.6
#31 O=C(CSCc1ccccc1)N1CCN(S(=O)(=O)c2ccc(F)cc2)CC1
  11.3 | · | -3.4 | -2.0 | -6.8 | 1.1 | 0.3 | -8.7 | 8.7 | -51.9 | 0.6
#32 CC1(c2nnc(-c3ccncc3)o2)CC(c2cccnc2)=NO1 (stereo unspecified)
  -4.9 | -10.3 | 1.4 | 3.4 | -0.8 | 2.3 | 0.0 | 0.0 | -10.6 | -1.4 | -2.1
#33 Cc1cc(C)c(C)c(S(=O)(=O)Nc2cccc(S(=O)(=O)Nc3ccccc3C(=O)O)c2)c1C
  -3.2 | -13.6 | 4.2 | · | -7.0 | -1.9 | 0.1 | 12.1 | -3.9 | -1.9 | -2.6
#34 CCOc1ccccc1NC(=O)CSc1nc(N)c(C#N)cc1C#N
  0.3 | 0.1 | 5.9 | 43.1* | 14.8 | 11.0 | -0.2 | -3.8 | 15.2 | 0.0 | 2.2
#35 CCC(=O)Nc1ccc(NC(=O)c2ccc3ccccc3c2)cc1
  -12.2 | -5.6 | · | 2.0 | -22.2 | -6.4 | 0.1 | 13.0 | -32.7 | 8.5 | -0.5
#36 C#CCOCCOCCOCCNc1nc(N2CCN(C(=O)CCCCCCCCCCNC(=O)Cn3cc(C[C@@H](C)O)nn3)CC2)nc(N2CCN(C(=O)CCCCCCCCCCNC(=O)Cn3cc(C[C@@H](C)O)nn3)CC2)n1
  -1.0 | -11.8 | 34.2 | 0.1 | -14.5 | -2.7 | -0.1 | 4.8 | 16.4 | -20.6 | -2.0
#37 OC(CNCc1ccccc1)(c1ccc(F)cc1)c1ccc(F)cc1
  5.7 | -5.6 | 2.5 | 0.5 | 2.3 | 2.0 | 0.5 | 3.8 | -5.9 | -0.8 | -0.7
#38 CCN(CC)CCOC(=O)c1ccc(NC(=O)CCCN2C(=O)S/C(=C/c3ccc(OC)cc3)C2=S)cc1
  10.9 | · | 24.1 | 0.7 | 78.8* | -0.8 | 0.2 | 1.8 | 107.6* | 39.5 | -0.6
#39 C[C@@H]1CN([C@H](C)CO)C(=O)CCCn2nncc2CO[C@H]1CN(C)Cc1cccc2c1OCCCO2
  -1.4 | -5.4 | · | · | -0.6 | -2.5 | -0.3 | 0.1 | -3.2 | 4.3 | 1.9
#40 COc1ccc(C(=O)COC(=O)CCn2nnc(-c3cccc(O)c3OC)n2)cc1
  -0.5 | · | 11.5 | -0.2 | 13.8 | 3.3 | -0.1 | -0.2 | -5.2 | -14.0 | 2.2
#41 Cc1cccc(C)c1NC(=O)CN(C)C(=O)CC1CC2CCC1C2 (stereo unspecified)
  -3.3 | -5.5 | 3.8 | 2.3 | 8.0 | -1.2 | -0.1 | 0.2 | -1.2 | 12.1 | -0.4
#42 CC(O)COc1ccc(/C(=N/O)c2ccccc2)cc1 (stereo unspecified)
  -5.9 | -4.2 | -25.7 | -1.0 | -42.7 | 11.3 | 0.0 | -14.3 | -15.3 | -36.8 | 0.7
#43 O=C(NCCN1CCC(n2c(=O)[nH]c3ccccc32)CC1)c1ccc(F)cc1Cl
  -2.1 | -3.4 | · | · | -1.7 | · | 0.3 | · | · | -18.7 | -0.6

Screens as filed in PubChem.
